Screens (PubChem)
SARS 3CLpro inh – SARS-CoV 3CLpro protease inhibition | P0C6X7 | recombinant SARS-CoV 3CLpro, quenched FRET peptide cleavage | inhibition, % at 6 µM | actives 0.14% (n = 290,000); in the data active means inhibition above about 12%
PfHsp40 yeast – restores yeast growth despite PfHsp40 toxicity | S. cerevisiae expressing PfHsp40, growth rescue, ATP luminescence | growth rescue, % at 12.5 µM | actives 0.68% (n = 340,000); in the data active means growth rescue above about 28%, passing the limit was not always enough; inconclusive means no clear call, values can overlap the other calls;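 further: yeast W303a lacking pdr1 and pdr3 grown in galactose medium; growth measured after three days at 30 °C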
BH1578 lux ind – quorum light induction in luxS cqsA deficient V. cholerae. V. cholerae BH1578 lux reporter, luminescence, 6 h. activation, % at 18.7 µM. actives 0.16% (n = 350,000); in the data active means activation mostly above about 9.7%, no sharp cut-off; inconclusive means no clear call, values can overlap the other calls; inactive means mostly below about 3.7%; further: not every result past the cut was called active; inactives centre near 0; reference of the scale not given here
Yp Topo-I inh – inhibitors of Yersinia pestis topoisomerase I. Y. pestis Topo-I cleavage product accumulation, plate reader. activity, % at 10 µM. actives 0.064% (n = 360,000); in the data active means activity above about 50%, passing the limit was not always enough; inconclusive means no clear call, values can overlap the other calls; further: inactives centre near 2
BoNT A protease – blocks Botulinum neurotoxin A light chain protease; multiplex microsphere protease substrate cleavage, flow cytometry; inhibition, % at 10 µM; actives 0.17% (n = 360,000); further: plate controls were buffer without enzyme for full effect and enzyme alone for no effect
PriA SSB inh – blocks PriA binding to SSB C-terminal tail. AlphaScreen SSBct-PriA binding, biotinylated peptide. inhibition, % at 33 µM. actives 0.6% (n = 430,000). AID 1272365; in the data active means inhibition mostly above about 37%, no sharp cut-off; inactive means mostly below about 20%;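 further: plate controls were negative control peptide for no effect and reference peptide for full effect; strong numbers were not always called active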
TcdB GH inh – TcdB glycohydrolase inhibition; TcdB glycohydrolase enzymatic assay, plate reader; P18177; inhibition, % at 9.99 µM; actives 0.24% (n = 350,000); in the data active means inhibition above about 10%
CCHFV vOTU inh – CCHFV vOTU protease inhibition; inhibition, % at 11.5 µM; Pep-AMC fluorescence; actives 0.55% (n = 370,000); in the data active means inhibition above about 30%; further: 0% = vehicle wells with enzyme and 100% = no enzyme wells
Anthrax LF prot – anthrax lethal factor protease inhibition; P15917; multiplex microsphere protease cleavage assay, LF; inhibition, % at 10 µM; actives 0.12% (n = 360,000); AID 588501; further: plate controls were buffer without enzyme for full effect and enzyme alone for no effect
Target sequence (P15917 whole entry, looked up): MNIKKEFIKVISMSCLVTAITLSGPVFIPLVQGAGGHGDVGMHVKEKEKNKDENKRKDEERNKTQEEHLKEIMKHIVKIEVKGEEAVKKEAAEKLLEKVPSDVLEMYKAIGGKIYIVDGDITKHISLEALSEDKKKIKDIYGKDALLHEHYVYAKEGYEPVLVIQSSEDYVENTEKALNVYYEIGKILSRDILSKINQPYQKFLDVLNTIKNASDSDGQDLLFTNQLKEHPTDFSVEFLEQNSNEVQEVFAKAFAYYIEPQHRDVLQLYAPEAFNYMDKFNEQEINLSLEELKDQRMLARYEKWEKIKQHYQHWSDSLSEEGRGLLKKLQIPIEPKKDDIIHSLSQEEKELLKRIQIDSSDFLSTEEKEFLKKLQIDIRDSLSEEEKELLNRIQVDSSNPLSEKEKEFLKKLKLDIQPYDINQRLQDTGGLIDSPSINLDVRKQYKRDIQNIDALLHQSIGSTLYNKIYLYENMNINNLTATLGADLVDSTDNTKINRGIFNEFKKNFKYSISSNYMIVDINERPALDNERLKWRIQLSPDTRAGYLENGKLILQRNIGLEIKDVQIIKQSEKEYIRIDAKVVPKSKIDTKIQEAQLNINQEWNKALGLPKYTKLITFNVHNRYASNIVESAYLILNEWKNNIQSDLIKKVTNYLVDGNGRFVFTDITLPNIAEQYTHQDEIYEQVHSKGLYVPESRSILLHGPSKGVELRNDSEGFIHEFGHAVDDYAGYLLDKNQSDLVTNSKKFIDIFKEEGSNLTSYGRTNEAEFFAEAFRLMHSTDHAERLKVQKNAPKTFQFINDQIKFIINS
DUSP3 inh – blocks human VHR1 dual specificity phosphatase; P51452; recombinant VHR phosphatase, pNPP absorbance; inhibition, % at 13.3 µM; actives 0.52% (n = 290,000); AID 1654; in the data active means inhibition above about 50%; further: some compounds called inactive have numbers as strong as hits
Target sequence (P51452 whole entry, looked up): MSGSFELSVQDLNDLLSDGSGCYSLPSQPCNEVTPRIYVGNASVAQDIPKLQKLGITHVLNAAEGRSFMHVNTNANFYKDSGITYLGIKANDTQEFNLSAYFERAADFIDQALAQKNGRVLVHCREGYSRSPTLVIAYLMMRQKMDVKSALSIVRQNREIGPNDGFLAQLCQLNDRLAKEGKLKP
* = called active by the depositor; i = inactive; ? = inconclusive; . = no result given; & = joins results of further samples. Unless noted, no stated cut-off is given here; in the data, active means inhibition above about 30%; inconclusive means no clear call, values can overlap the other calls; inactive means below that. An excerpt; rates above refer to the full screens.

Assay codes – A = SARS 3CLpro inh; B = PfHsp40 yeast; C = BH1578 lux ind; D = Yp Topo-I inh; E = BoNT A protease; F = PriA SSB inh; G = TcdB GH inh; H = CCHFV vOTU inh; I = Anthrax LF prot; J = DUSP3 inh
Molecule: Cc1nc2c(cc(Oc3ccc(S(=O)(=O)N4CCOCC4)cn3)c3ccsc32)s1
  A: 1 | B: 2.3 | C: -3.7 | D: 17 | E: 3.5 | F: 1 | G: . | H: 29 | I: 2 | J: -8

Molecule: Cc1cccc(C)c1-n1nnnc1S(=O)(=O)Cc1ccccc1Cl
  A: -3 | B: -0.8 | C: i | D: -3 | E: ? | F: -46 | G: . | H: 1 | I: -6 | J: 5

Molecule: CC(Sc1ncn[nH]1)C(=O)Nc1cc(C(F)(F)F)ccc1Cl (stereo unspecified)
  A: . | B: -0.3 | C: -0.3 | D: 4 | E: 0.4 | F: -14 | G: 0.9 | H: 0 | I: -7 | J: .

Molecule: Cc1ccc(S(=O)(=O)n2oc(=O)c(C3CCCCC3)c2N)cc1
  A: . | B: 1.5 | C: i | D: -8 | E: 0.0 | F: -4 | G: 2.1 | H: -16 | I: -4 | J: .

Molecule: COc1ccc(C(=O)Nc2ccc(NC(=O)c3cccc(OC)c3)cn2)cc1
  A: 2 | B: -0.7 | C: -0.2 | D: 3 | E: -0.7 | F: -3 | G: 2.8 | H: 13 | I: -2 | J: 5

Molecule: CCOC(=O)c1cnc(-c2ccccc2O)nc1Cl
  A: -5 | B: -0.3 | C: i | D: 4 | E: -1.6 | F: -4 | G: 4.2 | H: 15 | I: -4 | J: 12

Molecule: CCCCOc1ccc(CC(=O)NCC(=O)O)cc1
  A: -4 | B: 0.0 | C: -0.3 | D: -12 | E: -2.1 | F: -16 | G: . | H: -18 | I: -6 | J: 5

Molecule: CCC(CC)C(=O)OCC(=O)Nc1cc(OC)c([N+](=O)[O-])cc1C
  A: -9 | B: 0.8 | C: -0.4 | D: 3 | E: -0.2 | F: 2 | G: . | H: 8 | I: -2 | J: 0

Molecule: COc1ccc2c(c1)CCC(=O)[C@H](O)C[C@H](c1ccccc1)OC2=O
  A: . | B: . | C: . | D: . | E: 0.5 | F: . | G: 0.0 | H: -4 | I: 4 | J: .

Molecule: COc1ccc(F)cc1S(=O)(=O)N1CCC2(CC1)OCCN2S(=O)(=O)c1ccccc1
  A: . | B: -0.9 | C: i | D: -2 | E: 6.6 | F: -11&-8 | G: 2.4 | H: 7 | I: -6 | J: .

Molecule: COc1ccc(C(=O)OCC(=O)c2ccc3c(c2)NC(=O)CO3)cc1OC
  A: . | B: -0.4 | C: -0.4 | D: 6 | E: -0.4 | F: 6 | G: -1.0 | H: -8 | I: 2 | J: .

Molecule: CC(=O)Nc1ccc(OCc2cccc([N+](=O)[O-])c2)cc1
  A: -1 | B: 0.9 | C: -0.3 | D: -2 | E: -1.3 | F: -4 | G: 1.1 | H: 5 | I: -1 | J: 5

Molecule: Cc1ccc(S(=O)(=O)N2CCC(C(=O)NCc3ccncc3)CC2)cc1
  A: 1 | B: -0.1 | C: i | D: 11 | E: 2.4 | F: -8 | G: . | H: -12 | I: 0 | J: 27

Molecule: CN(C)c1ccc(/C=C/c2ccc3c4ccccc4ccc3[n+]2-c2ccccc2)cc1
  A: -3 | B: -0.3 | C: -0.5 | D: -13 | E: 62* | F: 75 | G: -0.3 | H: 0 | I: -62 | J: 17

Molecule: Cc1cccc(NC(c2ccc(C)s2)c2ccc3ccc(C)nc3c2O)n1 (stereo unspecified)
  A: 3 | B: -0.7 | C: i | D: -2 | E: -0.6 | F: -19 | G: 1.8 | H: 3 | I: 1 | J: 18

No new results follow: an excerpt of the list.
Assay codes – A = SARS 3CLpro inh; B = PfHsp40 yeast; C = BH1578 lux ind; D = Yp Topo-I inh; E = BoNT A protease; F = PriA SSB inh; G = TcdB GH inh; H = CCHFV vOTU inh; I = Anthrax LF prot; J = DUSP3 inh
Molecule: Cc1cccc(C)c1-n1nnnc1S(=O)(=O)Cc1ccccc1Cl
  A: -3 | B: -0.8 | C: i | D: -3 | E: ? | F: -46 | G: . | H: 1 | I: -6 | J: 5

Molecule: CC(Sc1ncn[nH]1)C(=O)Nc1cc(C(F)(F)F)ccc1Cl (stereo unspecified)
  A: . | B: -0.3 | C: -0.3 | D: 4 | E: 0.4 | F: -14 | G: 0.9 | H: 0 | I: -7 | J: .

Molecule: Cc1ccc(S(=O)(=O)n2oc(=O)c(C3CCCCC3)c2N)cc1
  A: . | B: 1.5 | C: i | D: -8 | E: 0.0 | F: -4 | G: 2.1 | H: -16 | I: -4 | J: .

Molecule: COc1ccc(C(=O)Nc2ccc(NC(=O)c3cccc(OC)c3)cn2)cc1
  A: 2 | B: -0.7 | C: -0.2 | D: 3 | E: -0.7 | F: -3 | G: 2.8 | H: 13 | I: -2 | J: 5

The list continues:
Assay codes – A = SARS 3CLpro inh; B = PfHsp40 yeast; C = BH1578 lux ind; D = Yp Topo-I inh; E = BoNT A protease; F = PriA SSB inh; G = TcdB GH inh; H = CCHFV vOTU inh; I = Anthrax LF prot; J = DUSP3 inh
Molecule: COc1ccccc1CNC(=O)CCCc1nnc2n(C)c(=O)c3sccc3n12
  A: 4 | B: -0.1 | C: -1.1 | D: -4 | E: -0.3 | F: -11 | G: 0.9 | H: -13 | I: 3 | J: 18

Molecule: CCCCCCN1C[C@@H](O)[C@H](n2cc(C3CC3)nn2)C[C@@H]1c1ccccc1
  A: . | B: . | C: -0.6 | D: 20 | E: -0.3 | F: . | G: 1.2 | H: 6 | I: -4 | J: .

Molecule: CC1(C)Cc2c(sc3c2C(=O)NC(c2cccnc2)N3)CO1 (stereo unspecified)
  A: 2 | B: -0.4 | C: -0.2 | D: -3 | E: 0.1 | F: -18 | G: . | H: -17 | I: 1 | J: 2

Molecule: COc1ccccc1CNC(=O)c1ccc2c(=O)n(CCCN3CCCC3=O)c(=S)[nH]c2c1
  A: 4 | B: -0.1 | C: i | D: 12 | E: -1.4 | F: -8 | G: 0.4 | H: 14 | I: 0 | J: 18

Molecule: COc1ccccc1/C=C/CN1CCSCC1
  A: 0 | B: 0.1 | C: i | D: 10 | E: -2.4 | F: -13 | G: 0.5 | H: 7 | I: -3 | J: -7

Molecule: Cc1ccc(C)c(NC(=O)Cn2nnc(C(=O)NCc3cccs3)c2N)c1
  A: -1 | B: 1.0 | C: 3.2 | D: 7 | E: -1.4 | F: -8 | G: . | H: 12 | I: 0 | J: 6

Molecule: O=C(O)c1n[nH]nc1-c1ccccc1
  A: 0 | B: 0.3 | C: -0.8 | D: 10 | E: -0.1 | F: -1 | G: 2.5 | H: 7 | I: 1 | J: 30

Molecule: CCOC(=O)C1CCCN(C(=S)Nc2cccc(Cl)c2C)C1 (stereo unspecified)
  A: -7 | B: -0.3 | C: -1.4 | D: 2 | E: -1.2 | F: -2 | G: 1.4 | H: -1 | I: -2 | J: 19

Molecule: CNS(=O)(=O)c1ccc(NC(=O)Nc2cccc(F)c2)cc1
  A: -1 | B: 0.2 | C: -0.2 | D: 11 | E: 0.1 | F: -9 | G: 0.1 | H: 3 | I: -1 | J: 34

Molecule: Cc1nnsc1C(=O)N1CCN(c2ccc(C#N)cn2)CC1
  A: 1 | B: -0.8 | C: -0.8 | D: 4 | E: -0.8 | F: 4 | G: 1.2 | H: -8 | I: -14 | J: 12

Molecule: COC(=O)c1cccc(C(=O)N2CCCC(CNC(=O)c3ccccc3Cl)C2)c1 (stereo unspecified)
  A: 1 | B: 0.8 | C: -2.3 | D: 4 | E: -0.4 | F: 2 | G: 0.6 | H: 15 | I: 14 | J: -20

Molecule: COCCCNC(=S)NNC(=O)c1csc2ccccc12
  A: 2 | B: 0.1 | C: -0.6 | D: -1 | E: 0.1 | F: -18 | G: 0.6 | H: -1 | I: -2 | J: 5

Molecule: O=C(CCn1nc(-c2ccc(Cl)cc2)ccc1=O)N1CCN(c2ccc(F)cc2)CC1
  A: -11 | B: 0.2 | C: 3.8 | D: 0 | E: 0.4 | F: 4 | G: 0.6 | H: 11 | I: -5 | J: 5

Molecule: CCCCn1c(SCn2nnc3ccccc3c2=O)nc2cc(S(N)(=O)=O)ccc21
  A: 1 | B: 0.6 | C: -0.4 | D: 32 | E: 0.2 | F: 0 | G: 1.2 | H: 3 | I: 0 | J: 6

Molecule: O=C(NCCc1csc(-c2ccc(Cl)cc2)n1)c1ccco1
  A: 5 | B: 3.3 | C: -0.2 | D: 30 | E: -1.6 | F: -2 | G: 1.0 | H: 8 | I: -1 | J: 2

Assay codes – A = SARS 3CLpro inh; B = PfHsp40 yeast; C = BH1578 lux ind; D = Yp Topo-I inh; E = BoNT A protease; F = PriA SSB inh; G = TcdB GH inh; H = CCHFV vOTU inh; I = Anthrax LF prot; J = DUSP3 inh
Molecule: CC(=O)C1=C(O)C(=O)N(c2ccc(O)cc2)C1c1ccc(C)cc1 (stereo unspecified)
  A: 3 | B: -0.6 | C: -0.7 | D: 5 | E: -0.7 | F: -2 | G: 3.1 | H: 12 | I: -3 | J: -8

Molecule: OC(CNCCc1ccc(C(F)(F)F)cc1)COC(c1ccccc1)c1ccccc1 (stereo unspecified)
  A: -5 | B: -0.3 | C: -0.6 | D: 7 | E: 0.2 | F: -13 | G: 0.1 | H: 12 | I: -7 | J: 18

Molecule: O=C(CCC(=O)c1cccs1)NCc1ccc(Cl)cc1
  A: 5 | B: 0.3 | C: 4.2 | D: -5 | E: 0.4 | F: -17 | G: . | H: 8 | I: 0 | J: -25

Molecule: COc1ccc(NC(=O)c2ccc(F)cc2)cc1S(=O)(=O)Nc1cc(C)ccc1Br
  A: 3 | B: 0.5 | C: i | D: -17 | E: -0.3 | F: 2 | G: . | H: -5 | I: -1 | J: -6

Molecule: CCCCCCCCCCOC(=O)Cn1c(COc2cccc(OC)c2)[n+](C)c2ccccc21
  A: 6 | B: ? | C: -1.0 | D: 13 | E: -3.4 | F: -5 | G: . | H: . | I: -8 | J: 7

Molecule: Cc1nn(CC(=O)NCc2ccco2)c(C)c1[N+](=O)[O-]
  A: 2 | B: 0.7 | C: i | D: -12 | E: 0.1 | F: -10 | G: 0.3 | H: 1 | I: 0 | J: 33

Molecule: CC1=CC2=NC(=O)CC(C)(C(=O)N(CC(=O)NC3CCCC3)c3cc(C)cc(C)c3)N2C=C1 (stereo unspecified)
  A: 2 | B: -2.1 | C: -1.3 | D: 0 | E: -0.5 | F: -1 | G: 2.4 | H: -61 | I: 0 | J: 12

Molecule: O=C(/C=C/c1ccc2c(c1)OCO2)c1c(O)n(CCc2ccccc2)c(=O)[nH]c1=O
  A: 0 | B: . | C: i | D: 7 | E: -0.9 | F: -3 | G: 0.2 | H: 6 | I: -3 | J: 4

Molecule: COc1cc(OC)cc(-c2c(-c3cccs3)c3cc(-c4cnc(OC)nc4)ccc3n2C)c1
  A: . | B: 4.3 | C: i | D: 0 | E: 0.8 | F: 13 | G: 0.2 | H: 15 | I: 7 | J: .

Molecule: COc1cccc(C2C(=O)c3ccccc3C2=O)c1
  A: 1 | B: -1.0 | C: 0.8 | D: 1 | E: 0.0 | F: -4 | G: 1.4 | H: -6 | I: 0 | J: 2

Molecule: COCCn1cc(C(=O)NCc2ccco2)c2c3ccccc3n(C)c2c1=O
  A: -3 | B: -0.6 | C: -0.4 | D: 8 | E: -0.6 | F: -2 | G: -1.3 | H: -6 | I: 9 | J: -14

Molecule: COc1cc(/C=N\N=C2/SC(CC(=O)O)C(=O)N2c2ccc(O)cc2)ccc1O (stereo unspecified)
  A: 0 | B: -1.3 | C: -3.2 | D: 13 | E: -0.5 | F: . | G: . | H: 4 | I: -4 | J: 26

Molecule: CCN(C(=O)COC(=O)/C(C#N)=C/c1ccc(N(C)C)cc1)C1CCS(=O)(=O)C1 (stereo unspecified)
  A: . | B: -0.7 | C: 1.2 | D: -3 | E: -0.2 | F: -4 | G: 1.2 | H: -2 | I: -4 | J: .

Molecule: CC(=O)N1CC(C)Sc2ccc(S(=O)(=O)NC3CCCCC3)cc21 (stereo unspecified)
  A: 2 | B: -0.5 | C: 1.8 | D: 10 | E: -0.8 | F: -9 | G: 1.5 | H: 13 | I: 0 | J: -3
